Source: PubChem BioAssay
MBNL1 CUG block – MBNL1-poly(CUG) RNA binding inhibition; TR-FRET MBNL1-His/biotin-(CUG)12 binding, 665/545 ratio; Potency, µM (titrated, usually from 57.5 µM), for the others: at the highest dose activity change, negative = inhibition, most hits filed as inhibitors; 280,000 tested, 0.036% active; active = well fitted inhibition curve with a large enough effect in the signal ratio, with a control signal flat, not every such curve was filed as active; inconclusive = small, poorly fitted or top-dose-only effect, or effect the other way, or a change in a side signal; inactive = no such curve, though single readings can be large or run the other way; the % refers to the signal ratio; note: % is set by controls: 0 for no effect and ±100 for the full control effect
Target sequence (Q9NR56 whole entry, looked up): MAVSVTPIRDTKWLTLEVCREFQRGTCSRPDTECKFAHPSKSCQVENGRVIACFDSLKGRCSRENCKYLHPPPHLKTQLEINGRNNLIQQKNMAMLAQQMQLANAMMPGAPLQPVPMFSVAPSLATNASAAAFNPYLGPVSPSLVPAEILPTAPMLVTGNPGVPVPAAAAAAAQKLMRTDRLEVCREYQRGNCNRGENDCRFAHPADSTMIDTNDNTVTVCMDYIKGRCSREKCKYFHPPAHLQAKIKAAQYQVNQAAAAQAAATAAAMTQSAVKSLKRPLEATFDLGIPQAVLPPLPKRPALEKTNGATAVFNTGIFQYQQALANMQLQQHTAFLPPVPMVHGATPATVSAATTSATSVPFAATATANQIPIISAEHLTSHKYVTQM
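Compounds (final 92 nM to 58 uM) are added to His-tagged MBNL1 and biotin-(CUG)12, then terbium anti-His antibody and streptavidin-XL665 (5 nM final). After 60 min at room temperature, the 665/545 nm ratio is read.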
Rab9 promoter act – activates the Rab9 promoter; 320,000 tested, 2.8% active; AID 485297; Huh7 Rab9 promoter-luciferase reporter, luminescence, 24 h; Potency, µM (doses to about 9.22 µM), inactives show top-dose activation, negative = inhibition, hits mostly activators; note: % of control where 0% means no effect; nearly all actives have a fitted effect of over 60% in size
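Stable Rab9-luc Huh7, 1500 cells/well, 2 h settle; cmpd in DMSO, 24 h, 37 °C/5% CO2; luciferase reagent 10 min RT; luminescence.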
RORg inh – blocks mouse ROR gamma transcriptional activity. P51450. Drosophila S2 Gal4-RORgamma UAS-luciferase reporter, 20 h. Potency, µM (titrated, usually from 53.6 µM), inactives show top-dose activity change, negative = inhibition, hits mostly inhibitors. 310,000 tested, 5.4% active. AID 2551; note: % is set by controls: 0 for no effect and ±100 for the full control effect; nearly all actives have a fitted effect of over 60% in size
Target sequence (P51450 whole entry, looked up, the tested form may be a part): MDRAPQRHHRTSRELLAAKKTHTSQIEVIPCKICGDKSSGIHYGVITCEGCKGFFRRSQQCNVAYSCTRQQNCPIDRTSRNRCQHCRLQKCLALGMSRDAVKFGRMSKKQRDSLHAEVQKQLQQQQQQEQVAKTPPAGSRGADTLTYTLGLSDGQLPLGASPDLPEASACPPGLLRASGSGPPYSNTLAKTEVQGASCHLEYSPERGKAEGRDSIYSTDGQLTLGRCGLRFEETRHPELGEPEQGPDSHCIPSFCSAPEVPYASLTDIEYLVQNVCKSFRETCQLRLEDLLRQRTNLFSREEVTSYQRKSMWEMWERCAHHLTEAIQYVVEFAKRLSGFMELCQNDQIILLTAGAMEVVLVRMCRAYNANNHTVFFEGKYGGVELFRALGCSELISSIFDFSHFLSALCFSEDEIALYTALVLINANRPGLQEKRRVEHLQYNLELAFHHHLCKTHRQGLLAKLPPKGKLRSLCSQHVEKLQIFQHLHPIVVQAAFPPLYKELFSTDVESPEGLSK
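ROR gamma transcriptional activity was tracked as Gal4-UAS luciferase output in stably transfected Drosophila Schneider cells, with compound added 1 hr before 700 uM copper sulfate induction and a 20 hr ambient-temperature incubation.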
BRCA1 expr up – BRCA1 expression activation; MCF7-BRCA1-FFLuc reporter, luminescence, 48 h; response scale: scaled: vehicle 0%, 10 µM genistein 100%; Potency, µM (highest dose often 46.1 µM), inactives show at the top dose activation, hits mostly activators; 380,000 tested, 1.1% active; note: nearly all actives have a fitted effect of over 80% in size; some results filed as inactive show a strong effect at the top dose
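Luminescence from a BRCA1-driven firefly luciferase in MCF7 cells was the read-out, taken 15 min after substrate addition following 48 h compound exposure at 37 °C. Data were normalized to a 10 microM genistein control and DMSO vehicle.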
p53 reactivator – mutant p53 re-activation in reporter cells; H1299 p53-A138V BP100-luciferase reporter, luminescence, 24 h; Potency, µM (titrated, usually from 92.2 µM), for inactives: at the highest dose activity change, positive = activation, most hits filed as activators; 320,000 tested, 0.063% active; AID 504706; note: % of control where 0% means no effect; nearly all actives have a fitted effect of over 45% in size
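H1299 (p53-null), stable ts p53-A138V + BP100-Luc; 1000 cells/well, Opti-MEM/10% FBS; cpd 4 pt, 1:5; 24 h, 37 deg C, 5% CO2; detection reagent 10 min RT; luminescence.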
NPC1 promoter act – activates the NPC1 promoter | Huh7 NPC1 promoter luciferase reporter, 24 h | Potency, µM (top dose mostly 9.22 µM), inactives show at the highest dose activation, most hits filed as activators | 320,000 tested, 2.4% active | AID 485313;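 note: % of control where 0% means no effect; nearly all actives have a fitted effect of over 60% in size; reporter is driven by a mutant NPC1 promoter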
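Huh7 cells stably carrying NPC1 promoter–luciferase, plated in Opti-MEM with 10% FBS for 2 h, were exposed to compound in DMSO for 24 h at 37 °C; luciferase reagent was added for 10 min and luminescence read.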
FLuc modulator – firefly luciferase modulation, counter-screen for miR-21 project; Potency, µM (top dose mostly 57.5 µM), without a hit: top-dose activity change, negative = inhibition, actives largely listed as inhibitors; 360,000 tested, 6.9% active; purified FLuc, Km substrates, luminescence inhibition; P08659;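 note: plate controls were vehicle for no effect and reference inhibitor for full effect; nearly all actives have a fitted effect of over 55% in size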
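Purified P. pyralis luciferase (10nM final) with 10uM D-luciferin and 10uM ATP (Km levels) in 50mM Tris acetate pH 7.5, 10mM Mg acetate, 0.01% Tween-20, 0.05% BSA; qHTS 6-point titration, ~60 µM downward; luminescence read.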
ELG1 genotoxic – genotoxicity induction in ELG1-luciferase HEK293T cells | 330,000 tested, 1.3% active | HEK293T ELG1-luciferase reporter, luminescence, 16 h | Potency, µM (highest dose often 46 µM), without a hit: at the highest dose activity change, positive = activation, actives largely listed as activators; note: % of control where 0% means no effect; nearly all actives have a fitted effect of over 60% in size
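ELG1-luciferase HEK293T cells, 2,000/well; compound pinned in; 16 hr, 37 °C, 5% CO2; ONE-Glo, 30 min RT; luminescence on CCD imager.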
uPA generation – cell surface uPA generation inhibition. Potency, µM (titrated, usually from 38.3 µM), inactives show top-dose activity change, negative = inhibition, usual class: inhibitors. AID 540303. 330,000 tested, 0.31% active. cell surface uPA generation assay, qHTS; active = well fitted inhibition curve with a large enough effect; inconclusive = small, poorly fitted or top-dose-only effect; inactive = no such curve, though single readings can be large or run the other way; tested in mouse RAW 264.7 cells; note: % is set by controls: 0 for no effect and ±100 for the full control effect; nearly all actives have a fitted effect of over 55% in size
VP16 counter – counter-screen for ROR gamma inhibitors: Gal4-VP16 reporter; Potency, µM (top dose mostly 53.6 µM), without a hit: top-dose activity, negative = inhibition, usual class: inhibitors; 310,000 tested, 3.5% active; Drosophila S2 Gal4-VP16 UAS-luciferase, luminescence, 20 h; AID 2546;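 note: Gal4-VP16 expression switched on by copper sulfate through the metallothionein promoter; % is set by controls: 0 for no effect and ±100 for the full control effect; nearly all actives have a fitted effect of over 50% in size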
* marks the source's active call; other numbers are inactive results; u = inconclusive; x = no result given; [ ] = dose if it differs, or a comment. Unless noted, calls come from the whole dose curve; as a rule, active = well fitted curve in the direction sought with a large enough effect; inconclusive = small, poorly fitted or top-dose-only effect, or another doubt; inactive = no such curve, though single readings can be large; an effect the other way counts as inactive or inconclusive. Potency is the fitted concentration of half-maximal effect.

SMILES | MBNL1 CUG block | Rab9 promoter act | RORg inh | BRCA1 expr up | p53 reactivator | NPC1 promoter act | FLuc modulator | ELG1 genotoxic | uPA generation | VP16 counter
OCCCn1c(-c2ccccc2)n[nH]c1=S | -7% | 1% | -45% | 3% | 19% | 0% | u | 6% | 2% | -9%
O=[N+]([O-])c1c(NCCO)cc(N2CCN(Cc3ccc4c(c3)OCO4)CC2)c2nonc12 | u | -1% | -101% | 15% | -4% | -2% | 0% | -6% | 5% | u
Cc1ccc(NC(=O)COC(=O)c2cc(=O)c3ccccc3o2)cc1F | x | 3% | x | 7% | 1% | 0% | x | 3% | -10% | x
Cc1nc(-c2ccc(S(=O)(=O)Nc3cc(F)ccc3F)cc2)co1 | 3% | -2% | 15% | 24% | -2% | -14% | 5% | 2% | 1% | -7%
CC(Oc1cccc(Cl)c1)C(=O)Nc1cc(S(=O)(=O)N2CCOCC2)ccc1N1CCCC1 (stereo not given) | x | -4% | x | -2% | -1% | -3% | 7% | 0% | 28% | x
CC(=O)NCCC1CCN(c2nc3nonc3nc2N(C)Cc2ccccc2)CC1 | 10% | -5% | -18% | -29% | -5% | 0% | 3% | -1% | 4% | 3%
CCn1c(SCC(=O)N2CCOCC2)nc2oc3c(Cl)cc(Cl)cc3c(=O)c2c1=O | 7% | 5% | -19% | x | 4% | -3% | u | -9% | x | 4%
CCCn1c(N2CCN(C(=O)NCc3ccccc3)CC2)nc2ccccc21 | -7% | 1% | 17% | -8% | -2% | -4% | -1% | -4% | -1% | 3%
NCCn1c(-c2ccccc2)cc(C(=O)O)c1-c1ccccc1F | 67%[activator] | 2% | 8% | 3% | -2% | 0% | -1% | 1% | 11% | 2%
O=C1C(NS(=O)(=O)c2ccccc2)=C(N2CCN(c3ccc(F)cc3)CC2)C(=O)c2ccccc21 | u | -4% | -8% | -26% | -1% | -3% | -6% | -12% | 5% | -1%
CC(=O)N/N=C/c1c(C)[nH]n(-c2ccccc2)c1=O | -3% | 5% | 5µM* | -2% | 0% | -2% | -3% | -3% | -1% | 11µM*
COc1ccc(N)c(C)c1 | x | x | -10% | -9% | x | x | x | x | -12% | -12%
CCn1cnc2cc(NCc3cccc(OC)c3O)ccc21 | -12% | -1% | -125% | 15% | 26% | 0% | 12µM* | 18µM* | -14% | u
Cc1csc(Nc2ccccc2)[n+]1C | x | 4% | 35% | 32% | 13% | -2% | u | 16% | 2% | 8%
COc1ccccc1N(CC(=O)NC1CCCC1)C(=O)c1csnn1 | u | 1% | 0% | 4% | -3% | 2% | 2% | -5% | 4% | -1%[0.365 µM]
c1ccc(-n2ncc3c(NCc4cccs4)ncnc32)cc1 | -7% | 2µM* | u | u | u | 3.5µM* | 12µM* | 10µM* | -5% | -29%
O=C(N[C@@H](Cc1ccccc1)C(=O)NC1CCCCC1)c1ccco1 | -16% | 9% | 36% | 14% | 4% | 7% | -12% | -3% | 5% | -2%
COc1ccccc1NC(=O)CN1CCN(CC(=O)Nc2ccc3c(c2)OCCO3)CC1 | -4% | 2% | 25% | -31% | 3% | -1% | -5% | 1% | -1% | 12%
Cc1ccc(C)c(S(=O)(=O)N2CCN(C(=O)C3CCN(C(=O)c4ccc(F)cc4)CC3)CC2)c1 | x | -7% | x | -51% | 6% | 1% | 1% | -15% | -6% | x
CCCCn1nnc(NC(=O)c2ccc(-c3cccc([N+](=O)[O-])c3)o2)n1 | u | 2% | 4% | x | 3% | 0% | u | -4% | x | 8%
C[C@H]1CC[C@@]2(O[C@@H](CCO)C[C@@H](O)[C@@H]2O)O1 | 5% | 1% | 6% | 17% | -1% | -4% | -1% | 3% | 6% | -5%
Cc1cccc(NC(=O)N2CCCC2C(=O)NCc2ccccc2)c1 (stereo not given) | -3% | -2% | -4%[1.91 µM] | -3% | x | -3% | 9% | 2% | -5% | 8%
COC(=O)c1ccc(COc2cccc(OC)c2)o1 | -5% | -2%[1.84 µM] | u | 55% | 23% | -5% | u | 23µM* | x | 18%
CSc1ccc(CN(C)C(=O)C2CCN(C(=O)Nc3ccccc3)CC2)cc1 | x | -11% | x | -20% | -16% | 0% | x | -7% | -9% | x
COc1ccccc1C(=O)NC1CCCCCCC1 | -6% | -1% | u | 58% | u | 12% | u | 6% | -1% | u
CSCCC(NC(=O)c1ccco1)C(=O)N1CCCCCCC1 (stereo not given) | x | -1% | x | -19% | -4% | -1% | 3% | 0% | -3% | x
CCOC(=O)c1c(OCCO)nn(-c2ccc(Cl)cc2)c1N | x | 4% | 5% | -16% | -5% | -6% | 1% | 0% | 0% | -10%
O=C1CCCc2ccccc2N1Cc1ccc(Cl)cc1 | -16% | -4% | 9% | 2% | -3% | -3% | -1% | -2% | 5% | -15%
Cn1c(Cc2ccccc2)nnc1SCC(=O)Nc1ccc2c(c1)OCO2 | -1% | -2% | 15% | 6% | -12% | -4% | 3% | -1% | 3% | 1%
Cc1ccc(C(CNS(=O)(=O)c2ccc([N+](=O)[O-])cc2)N2CCN(C)CC2)cc1 (stereo not given) | x | -2% | x | -4% | -1% | 0% | -3% | 0% | 2% | x
CCOC(=O)c1c(C(C)(C)C)oc2ccc(OCC#N)cc12 | -7% | 2% | 15% | -20% | 4% | -3% | -1% | -1% | 6% | -1%
CN1C(=O)[C@H]2[C@@H](C3CC3)N3C(=O)CN(Cc4ccccn4)C(=O)[C@@]3(Cc3ccccc3)[C@H]2C1=O | -3% | -1% | 0% | 2% | x | -3% | 0% | 3% | 2% | -2%
CC(C)Nc1nnc(SCC(=O)Nc2sccc2C#N)s1 | x | -2% | x | 25% | 8% | 9% | -4% | 3% | 3% | x
O=C(O)CCN(CC(=O)c1ccc(Cl)cc1)S(=O)(=O)c1ccc([N+](=O)[O-])cc1 | x | 12% | x | 0% | 3% | -1% | 0% | -3% | 9% | x
N#CSC(c1ccccc1)c1nc2ccccc2[nH]c1=O (stereo not given) | u | 2%[1.84 µM] | -12% | -7% | 3% | -1% | 3% | -3% | -5% | 5%
COc1ccccc1CNC(=O)CSc1ccc(C(=O)Nc2ccccc2OC)cc1[N+](=O)[O-] | 13% | 0% | -23% | -44% | -7% | 0% | 0% | -3% | -2% | -5%
O=c1cc(-c2ccc(O)c(O)c2)oc2cc(O[C@@H]3O[C@H](CO)[C@@H](O)[C@H](O)[C@H]3O)cc(O)c12 | x | x | 5% | u | u | x | x | 17% | u | -7%
C=CCc1c(O)nc(SCC(=O)c2ccccc2)[nH]c1=O | 1% | 15% | -31% | -12% | 13% | 6% | -3% | 15% | -7% | 2%
COc1ccc(/C=N/n2cc(-c3ccc(OC)cc3)nc2N)cc1 | 7% | -2% | u | -41% | -14% | 0% | u | -6% | -14% | u
O=C(Nc1nccs1)c1cnccn1 | 6% | 3% | u | 24% | u | 1% | 0% | 7% | x | -9%
CNc1ccccc1C(=O)OC(C)C(=O)Nc1ccc(S(=O)(=O)N2CCCC2)cc1 (stereo not given) | -6% | 5% | -20% | -14% | -3% | -4% | 0% | -9% | 8% | -10%

Entries from the list above containing an aryl thioether with sulfur outside any ring, in the order listed:
SMILES | MBNL1 CUG block | Rab9 promoter act | RORg inh | BRCA1 expr up | p53 reactivator | NPC1 promoter act | FLuc modulator | ELG1 genotoxic | uPA generation | VP16 counter
CCn1c(SCC(=O)N2CCOCC2)nc2oc3c(Cl)cc(Cl)cc3c(=O)c2c1=O | 7% | 5% | -19% | x | 4% | -3% | u | -9% | x | 4%
CSc1ccc(CN(C)C(=O)C2CCN(C(=O)Nc3ccccc3)CC2)cc1 | x | -11% | x | -20% | -16% | 0% | x | -7% | -9% | x
Cn1c(Cc2ccccc2)nnc1SCC(=O)Nc1ccc2c(c1)OCO2 | -1% | -2% | 15% | 6% | -12% | -4% | 3% | -1% | 3% | 1%
CC(C)Nc1nnc(SCC(=O)Nc2sccc2C#N)s1 | x | -2% | x | 25% | 8% | 9% | -4% | 3% | 3% | x
COc1ccccc1CNC(=O)CSc1ccc(C(=O)Nc2ccccc2OC)cc1[N+](=O)[O-] | 13% | 0% | -23% | -44% | -7% | 0% | 0% | -3% | -2% | -5%
C=CCc1c(O)nc(SCC(=O)c2ccccc2)[nH]c1=O | 1% | 15% | -31% | -12% | 13% | 6% | -3% | 15% | -7% | 2%
